Screening results (PubChem BioAssay)
TCR-CD3 inh – human TCR-CD3 binding inhibition; TAMRA-labeled TCR probe fluorescence, biochemical; inhibition, % at 9.4 µM; hit rate 0.37% among 360,000; in the data active means inhibition above about 19%;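 further: recombinant mutant TCR 2C K166C tagged with TAMRA read by polarization; 0% = receptor in buffer alone and 100% = receptor with positive control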
rCAG binder – r(CAG) repeat RNA binding. TO-PRO-1 dye displacement fluorescence. inhibition, % at 3 µM. hit rate 1.3% among 370,000. AID 651821;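 active means inhibition above the plate cutoff, the mean of all test compounds on that plate plus 3 SD, cut at about 35% in these data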;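 further: 0% = DMSO alone and 100% = 100 µM mitoxantrone as full dye displacement; higher means more dye released from RNA so lower well fluorescence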
UHRF1 binding – human UHRF1 methylated DNA binding inhibitors | Q96T88 | hit rate 0.75% among 370,000 | inhibition, % at 4.4 µM | AID 687016 | UHRF1 binding to methylated oligo, TR-FRET; in the data active means inhibition above about 21%;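 further: UHRF1 SRA domain binding a hemimethylated CpG hairpin DNA probe; 0% = median of test compound wells and 100% = reference inhibitor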
HTRA1 inhibitor – inhibitors of human serine peptidase HTRA1 | Q92743 | recombinant HTRA1, FP-rhodamine activity-based probe, fluorescence polarization | inhibition, % at 5.96 µM | hit rate 0.5% among 340,000; in the data active means inhibition above about 36%;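 further: 0% = enzyme with DMSO and 100% = wells lacking enzyme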
MBD2 DNA inh – inhibitors of human MBD2 binding to methylated oligonucleotide; Q9UBB5; TR-FRET; inhibition, % at 4.4 µM; hit rate 0.31% among 370,000; in the data active means inhibition above about 13%
Target sequence (Q9UBB5 whole entry, looked up): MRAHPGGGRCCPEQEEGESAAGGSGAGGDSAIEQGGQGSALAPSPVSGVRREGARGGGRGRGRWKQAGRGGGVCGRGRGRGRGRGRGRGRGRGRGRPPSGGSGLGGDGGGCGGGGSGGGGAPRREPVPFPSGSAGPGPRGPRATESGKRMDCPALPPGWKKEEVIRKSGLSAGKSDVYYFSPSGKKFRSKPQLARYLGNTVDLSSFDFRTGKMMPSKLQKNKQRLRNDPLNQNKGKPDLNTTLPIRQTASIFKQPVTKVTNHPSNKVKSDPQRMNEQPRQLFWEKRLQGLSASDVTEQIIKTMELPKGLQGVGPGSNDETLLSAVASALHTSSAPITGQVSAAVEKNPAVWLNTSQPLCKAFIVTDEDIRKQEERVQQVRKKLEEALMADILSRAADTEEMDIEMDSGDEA
PRMT1 inh – PRMT1 (human) inhibition, primary screen | inhibition, % at 2.79 µM | recombinant PRMT1, activity-based probe fluorescence polarization | hit rate 1.3% among 370,000;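 active means inhibition above about 21% made by adding two undisclosed values, limit read from the data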
ABHD4 inh – inhibits mouse alpha/beta hydrolase domain 4. hit rate 0.54% among 370,000. inhibition, % at 8.92 µM. purified mABHD4, FP-Rh probe fluorescence polarization;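 active means inhibition exceeding the mean over every tested compound plus 3 SD, cut at about 30% in these data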;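 further: 0% = plate median of compound wells and 100% = S159A mutant with DMSO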
Target sequence (Q8VD66 whole entry, looked up, the tested form may be a part): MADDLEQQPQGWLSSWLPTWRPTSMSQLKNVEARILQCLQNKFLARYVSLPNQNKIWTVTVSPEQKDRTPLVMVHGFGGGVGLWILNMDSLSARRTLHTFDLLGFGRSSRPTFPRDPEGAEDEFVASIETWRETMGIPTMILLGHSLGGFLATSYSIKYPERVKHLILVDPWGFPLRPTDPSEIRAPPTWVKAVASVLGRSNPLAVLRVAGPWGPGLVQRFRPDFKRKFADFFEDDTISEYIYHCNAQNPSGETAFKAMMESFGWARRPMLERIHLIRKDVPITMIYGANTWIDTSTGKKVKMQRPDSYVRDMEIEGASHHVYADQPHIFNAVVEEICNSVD
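Test system: mABHD4 protein | Buffer or medium: HEPES pH 7.0 buffer, 150 mM NaCl, 0.01% Pluronic F-127 | Probe or stimulus: FP-Rh fluorescent activity-based probe, added after compound pre-incubation | Timing: Pre-incubation 45 min, probe exposure 60 min, at 25 °C | Technique: Fluorescence polarization, excitation 525 nm, emission 598 nm, BODIPY TMR filters | Repeats: Single well per compound (singlicate)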
SIAE inh – inhibitors of human sialic acid acetylesterase SIAE | AID 1053197 | hit rate 0.69% among 370,000 | Q9HAT2 | SIAE FP-Rh probe binding, fluorescence polarization | inhibition, % at 9.66 µM;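 active means inhibition above a cutoff: mean of compounds within the control limits plus 3 SD of those, cut at about 17% in these data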;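 further: 0% = plate median of compound wells and 100% = probe without SIAE protein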
NPR2 activator – GC-B (human) receptor activation; HEK293-GC-B cells, CNP EC30, cGMP TR-FRET; 0% at EC30 CNP, 100% saturating CNP; activation, % at 10 µM; hit rate 0.11% among 370,000; AID 1920062;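 active means activation at 10 µM reaching about 35% in either raw or pattern-adjusted values, limit read from the data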
NPR1 activator – GC-A (human) enzyme activation | P16066 | HEK293 GC-A cells, cGMP TR-FRET, EC30 ANP; 0% at EC30 ANP, 100% saturating ANP | activation, % at 10 µM | hit rate 0.14% among 370,000 | AID 1671463; in the data active means activation above about 40%
* hit, by the source's call; . = no result given. An excerpt; rates above refer to the full screens.

SMILES	TCR-CD3 inh	rCAG binder	UHRF1 binding	HTRA1 inhibitor	MBD2 DNA inh	PRMT1 inh	ABHD4 inh	SIAE inh	NPR2 activator	NPR1 activator
Cn1cc(S(=O)(=O)N2CCN(c3cccc(Cl)c3)CC2)c(=O)n(C)c1=O	8.0	-3.0	-3.0	3.2	-3.5	0.2	-3.5	7.7	0.3	-5.6
C[C@H]1CN([C@@H](C)CO)C(=O)CCCn2nncc2CO[C@@H]1CN(C)C(=O)NC1CCCCC1	-4.8	0.1	4.4	2.5	3.2	1.1	-2.7	6.6	-1.4	4.0
O=C(NCCN1CCOCC1)c1cc2n(n1)C(C(F)(F)F)CC(c1ccc(F)cc1)N2 (stereo unspecified)	1.9	-6.8	-1.2	14.6	-0.3	-1.0	-3.7	2.5	-0.3	1.1
CCc1nc2c(OCCn3cccc3)cccn2c1N(C)C(=O)CC(C)C	-0.3	1.1	1.0	.	-6.6	-0.5	-2.5	1.7	0.0	3.7
O=C(O)C1CCCCC1C(=O)N1CC=C(c2ccccc2)CC1 (stereo unspecified)	-6.5	4.8	-1.4	-1.7	3.9	-1.4	4.8	-0.9	-6.5	2.5
Cc1cc(C)nc(Sc2ccc(C=O)cc2[N+](=O)[O-])n1	4.9	0.3	16.2	-15.5	4.3	1.6	11.1	-7.3	-6.7	-5.5
CCOC(=O)C1CCCN(C(=O)c2ccc3nc(-c4ccccc4)c(-c4ccccc4)nc3c2)C1 (stereo unspecified)	5.5	-4.4	-2.7	-24.5	2.4	-1.3	-2.9	-2.8	1.9	-4.8
Cn1cccc1C(=O)OCC(=O)NCCc1ccc(S(N)(=O)=O)cc1	4.0	4.7	3.0	4.3	2.1	-0.8	-1.0	-9.1	1.0	1.5
CCCN=C1N/C(=C\c2ccco2)C(=O)N1c1ccccc1	-1.9	13.5	-1.5	11.1	-3.6	12.4	7.4	0.7	1.9	2.2
O=C(CCNC(=O)Cn1cnc2ccccc2c1=O)NCC1COc2ccccc2O1 (stereo unspecified)	5.7	-3.6	-0.8	2.6	0.9	-1.5	-3.5	2.5	-1.3	1.8
Cc1ccc(CSc2nnc(-c3cccnc3)n2N)cc1	3.9	-2.8	1.0	2.6	-0.1	-4.2	6.2	6.2	3.7	-1.8
CCOC(=O)C1CCCN(C(=O)c2cc3c(=O)n4ccccc4nc3s2)C1 (stereo unspecified)	-3.2	-2.3	-1.3	3.1	1.1	1.0	4.7	3.9	3.6	3.8
Cc1cccc(NC(=O)c2c(O)c3ccccc3n(C)c2=O)c1	0.4	2.8	-0.1	-16.1	1.6	0.2	-2.3	-2.7	-8.8	-3.7
O=C(c1ccc(F)cc1)N1CCOC(c2nc(-c3ccc(F)cc3)no2)C1 (stereo unspecified)	1.3	-4.5	2.6	-5.6	8.2	5.1	5.0	8.6	-2.4	-0.6
CCC[C@H]1[C@@H](OC(=O)NCCc2c[nH]c3ccccc23)CC[C@@]23CCCN2C(=O)CCC[C@@H]13	.	.	0.9	.	2.1	-0.5	6.8	3.7	-19.1	-17.6
OC(c1cc(-c2cccc(Cl)c2)nc2ccccc12)C1CCCCN1 (stereo unspecified)	-7.9	28.1	-1.8	0.8	1.6	-1.0	11.5	-6.1	-11.0	-20.6
CC(=O)n1cc(Nc2ccccc2C(=O)O)c2ccccc21	-2.6	4.7	-0.5	7.2	-4.5	1.9	-3.7	-1.6	3.4	-0.8
CCN1CCN(C(=S)c2ccc(-c3ccccc3)cc2)CC1	3.2	-5.7	2.5	-7.4	3.7	16.6	11.4	-1.7	-2.0	6.1
CN1CCN(NC(=O)Nc2ccc(F)cc2)CC1	-8.3	-1.4	1.9	1.1	-3.0	-1.7	4.8	-4.0	1.3	0.0
CN1C(=O)C(CC(=O)NCCc2ccccc2)N(NC(=O)c2cccc(F)c2)C1=S (stereo unspecified)	-12.9	2.4	-1.6	6.5	2.5	3.6	4.1	-2.2	-4.7	3.7
Cc1ccc(C(=O)COC(=O)CNC(=O)COc2ccccc2C)cc1C	5.7	-9.4	-0.4	-11.2	-1.1	0.9	-4.3	7.6	3.8	-3.3
O=C(COC(=O)C12CC3CC(CC(O)(C3)C1)C2)Nc1ccc(OC(F)F)cc1	-1.7	-3.2	-0.2	-0.8	0.1	0.5	-0.4	-3.7	-1.9	3.1
COc1ccc(-n2ncc(C(C)NS(=O)(=O)c3cc(C)sc3C)c2C)cc1 (stereo unspecified)	1.4	0.9	-0.3	-3.6	3.7	5.2	2.2	-6.5	1.3	-1.6
Nc1n[nH]c(C2CC2)c1N=Nc1ccc(Cl)c(Cl)c1	-2.4	23.1	-1.9	.	1.4	0.1	-8.5	3.0	-11.1	-3.5
COCCCNC(=O)c1cc(S(=O)(=O)N2CCOCC2)ccc1SCc1cccc(OC)c1OC	-0.9	-1.6	1.5	3.2	-1.3	2.9	0.8	-1.8	-0.2	1.7
COc1cccc(CN(C(=O)c2cccc(OC)c2)C2CCS(=O)(=O)C2)c1 (stereo unspecified)	4.7	-5.1	1.6	-0.7	-1.5	3.9	0.2	0.8	-7.0	-10.2
COc1ccc(C)cc1NC(=O)C1CCC(CNc2c(N3CCOCC3)c(=O)c2=O)CC1 (stereo unspecified)	2.5	3.1	-2.1	19.8	-3.2	-2.2	2.9	12.9	4.4	-1.4
Cc1cc(N/N=C/c2ccccc2)nc(NCc2ccccc2)n1	2.6	6.2	4.6	-5.8	5.8	3.7	11.8	-0.4	-4.5	-4.3
Cc1ccc(S(=O)(=O)CC(=O)NC2CC2)cc1	1.3	1.8	-2.1	5.8	-1.7	-1.4	0.2	-0.2	.	.
Cc1cc2c(s1)c1cnn(Cc3ccccc3F)c(=O)c1n2C	8.9	-2.1	-2.3	-1.8	-1.0	0.3	-0.9	-1.1	-2.1	1.1
COc1cc(N2C(=O)C=CC2=O)c(OC)cc1Cl	5.1	2.1	-1.8	-9.7	-3.8	89.5*	-3.3	5.8	-17.6	-30.3
Cc1ccc(-c2nc(N)n(C(=O)c3ccco3)n2)cc1	-0.6	1.3	18.2	6.7	-2.8	4.0	5.5	-4.2	8.1	1.2
CC(C)N1CCN(Cc2nc3ccccc3s2)CC1CCO (stereo unspecified)	1.9	2.8	12.5	0.7	-5.3	2.3	-4.8	3.6	-1.2	2.1
CSC[C@H]1CN(CCc2ccccc2)C(=O)[C@@H]1CC(=O)Nc1ccccc1	-0.9	2.7	4.2	-0.2	2.3	-6.3	-1.7	3.4	-2.5	2.7
Cc1cccc(N2CCN(C(=O)CCc3nc4ccccc4[nH]3)CC2C)c1 (stereo unspecified)	-2.5	0.6	2.3	1.7	5.8	1.8	7.9	-2.6	-10.7	-13.7
C[C@@H]1CN([C@H](C)CO)C(=O)CCCn2nncc2CO[C@@H]1CN(C)S(=O)(=O)c1ccccc1	5.8	0.3	-2.2	-2.5	-4.3	-2.2	-4.3	3.7	3.6	1.4
COc1ccc2[nH]c3c(c2c1)CCN1C(=O)C(CC(=O)NCCc2ccccn2)C[C@H](C(=O)N2CCOCC2)[C@@]31C (stereo partly specified)	5.1	-0.9	20.5	3.0	4.1	-6.4	0.8	3.8	4.1	3.2
Cc1noc(C)c1NC(=O)N(C)C[C@@H]1OCc2cn(nn2)CCCC(=O)N([C@@H](C)CO)C[C@H]1C	-1.4	1.9	-0.2	.	-0.9	-0.5	-1.6	5.4	-0.5	1.9
N#CCCN(C(=O)COC(=O)c1ccc(S(=O)(=O)Nc2ccccc2)cc1)c1ccccc1	-4.9	3.6	-1.1	3.2	-1.2	0.6	-3.5	9.0	-8.0	-2.8
CN1CCC(N2CCN(C3CN(Cc4cn(Cc5ccc(C(F)(F)F)cc5)nn4)S(=O)(=O)C3)CC2)CC1 (stereo unspecified)	4.0	-0.8	18.5	.	12.0	0.8	4.3	-0.3	0.8	-1.6
COc1ccc(Cn2c(=O)[nH]c3cc(C(=O)NCc4ccc5c(c4)OCO5)ccc3c2=O)cc1	0.3	4.6	-1.8	-7.6	-4.7	1.7	-13.9	-15.2	.	.
COc1ccc(NC(=O)CSc2ccc3nnc(-c4cccnc4)n3n2)c(OC)c1	-3.8	4.5	4.9	4.3	5.0	5.6	2.8	-1.4	-4.2	-4.5
COc1cccc(NC(=O)C2CCN(S(=O)(=O)c3ccc(N4CCCC4=O)cc3)CC2)c1	8.4	0.8	-0.1	-0.6	-3.1	-1.8	-1.3	4.0	-5.6	-4.0
COc1cc(OC)nc(C(NC(=O)C2CCN(Cc3ccc(Oc4ccccc4)cc3)CC2)c2ccccc2C)n1 (stereo unspecified)	2.5	7.2	-0.3	.	5.4	-1.8	0.4	4.7	5.2	-3.8
O=C(NC1CCCC1)C(c1cccs1)N(C(=O)c1ccco1)c1ccc2c(c1)OCCO2 (stereo unspecified)	8.7	1.8	-4.4	-3.5	-4.2	-3.1	-0.2	-1.6	-17.0	-14.4
CCCSc1cc(=O)n(-c2ccccc2)nc1C(=O)OCC	-1.7	-0.6	-0.9	-2.5	-7.9	0.4	0.6	-0.8	-4.0	-0.4
COC(=O)[C@@]1(Cc2ccccc2)[C@H]2C(=O)N(Cc3ccccc3)C(=O)[C@H]2[C@H]2CN=C(SCC3CC3)N21	6.9	2.1	17.9	-9.2	6.5	3.1	1.0	-0.5	-3.1	-0.2
Cc1ccc(S(=O)(=O)c2nnn3c2nc(N2CCC(C(N)=O)CC2)c2ccccc23)cc1	2.8	5.0	-0.9	-8.1	-2.1	1.9	3.3	-15.2	-7.4	-0.1
C=C(NC(C)=O)c1c(F)cccc1F	1.8	0.9	-2.1	6.9	-0.1	-0.6	1.7	6.6	4.8	2.1
Cc1cc(C)cc(NC(=O)CSc2nc3ccccc3nc2N2CCCCC2)c1	10.7	3.7	-0.9	0.7	0.2	-3.9	-3.3	1.4	0.4	1.2
Cc1cnc(C(=O)OCC(=O)NCCc2ccccc2)cn1	1.3	0.2	-0.7	-6.9	-1.8	1.0	6.1	10.4	-3.0	-2.4
CCN(C(=O)c1sc(N)c(C#N)c1C)C1CCCCC1	2.2	-3.8	1.0	0.7	1.9	-2.4	3.9	0.7	7.7	0.0
COC(=O)CNC(=O)COC(=O)C(Cc1ccccc1)NC(=O)c1ccco1 (stereo unspecified)	5.5	-0.5	-1.0	-2.9	1.0	-0.5	1.4	0.7	-4.0	1.3
Cn1c(=O)[nH]c(=O)c2c1nc(NCc1ccccc1)n2CC(O)c1ccccc1 (stereo unspecified)	-0.6	-7.0	1.6	0.6	-4.3	0.6	4.0	2.3	-7.9	-3.1
